Bioassay records as filed in PubChem BioAssay.
Cl transport mod = KCC2 cotransporter modulators, thallium flux, primary screen, cell-based, HEK293 KCC2, FluoZin-2 fluorescence, MLSMR; Solute carrier family 12 member 5 (Homo sapiens), Q9H2X9; KCC2 cells, thallium flux FluoZin-2 fluorescence; B-score of Tl+ flux slope (higher = more flux/activation; lower = inhibition) at 10 µM; 2.2% of 190,000 active;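 active = thallium flux slope and its plate-corrected score both differing from the plate sample mean at a set confidence after two filtering rounds, in either direction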;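 note: slope of fluorescence scaled to starting intensity during 10 to 20 s after thallium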
Rad51 HR inh = human RAD51 strand exchange inhibitors, primary screen, biochemical, fluorescence; inhibition, % at 10 µM; hRad51 DNA strand exchange, fluorescence dequenching; DNA repair protein RAD51 homolog 1 (Homo sapiens), Q06609; AID 1385, 2008; 0.085% of 200,000 active;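 active = inhibition above 40% at the single screening dose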;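 note: 0% = DMSO control wells and 100% = blanks with heterologous ssDNA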
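Test system: preformed human Rad51 ssDNA filaments; also added: Donor/quencher-labelled 47-bp dsDNA substrate; doses: 10 µM final, single point; times: 37 °C 15-min filament assembly, 30-min compound preincubation, 15-min exchange; detection: FRET fluorescence dequenching, excitation 485 nm, emission 520 nm; read-out basis: Fluorescence-based percent inhibition, control- and blank-normalised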
Furin inhibitor = human furin inhibitors, primary screen, biochemical, fluorescence intensity; P09958; purified furin, fluorogenic substrate cleavage; inhibition, % at 30 µM; 0.061% of 220,000 active; AID 463115, 2010; in the data active = inhibition above about 25%; note: inactives centre near -15
PERK inhibitor = block of dimerizer-induced PERK translation repression, primary screen, PERK inhibitor project, CHO PERK-DD cells, SEAP luminescence, HTS | Eukaryotic translation initiation factor 2-alpha kinase 3 (Homo sapiens), Q9NZJ5 | CHO PERK-DD fusion, SEAP luminescence translation reporter | inhibition, % at 5.6 µM | 0.17% of 220,000 active | AID 1416, 2008;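 active = inhibition above the mean inhibition of all tested compounds plus 3 SD, set separately per screening campaign, cut at about 2.9% in these data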;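 note: PERK kinase domain activated by AP20187 dimerizer at 100 nM; 0% = DMSO with dimerizer and 100% = rapamycin at 8.4 µM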
Calpain2 inh = inhibitors of pig calpain II, primary screen, biochemical, fluorogenic peptide substrate, 1536-well; purified calpain II, 30 min; inhibition, % at 16 µM; 0.37% of 220,000 active;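 active = inhibition above about 50%, limit read from the data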
FXIa inh 1536 = human FXIa protease inhibitors, primary screen, biochemical, 1536-well. Coagulation factor XI (Homo sapiens), P03951. purified FXIa, Boc-Glu-Ala-Arg-AMC fluorogenic substrate. inhibition, % at 5 µM. 0.14% of 220,000 active. AID 798, 2007;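 active = inhibition of at least 40%; inactive = inhibition below 40%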;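 note: fluorescence of freed AMC excited at 355 nm; 0% = enzyme without compound and 100% = no enzyme blank; many of its hits are not listed in these tables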
hK5 inh = human KLK5 protease inhibitors, primary screen, biochemical, 1536-well; Kallikrein-5 (Homo sapiens), Q9Y337; recombinant hK5, fluorogenic AMC substrate cleavage; inhibition, % at 5 µM; 0.59% of 210,000 active;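 active = inhibition of 40% or more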;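 note: 0% = enzyme controls without compound and 100% = no-enzyme blanks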
Target sequence (Q9Y337 67-293 limits assumed): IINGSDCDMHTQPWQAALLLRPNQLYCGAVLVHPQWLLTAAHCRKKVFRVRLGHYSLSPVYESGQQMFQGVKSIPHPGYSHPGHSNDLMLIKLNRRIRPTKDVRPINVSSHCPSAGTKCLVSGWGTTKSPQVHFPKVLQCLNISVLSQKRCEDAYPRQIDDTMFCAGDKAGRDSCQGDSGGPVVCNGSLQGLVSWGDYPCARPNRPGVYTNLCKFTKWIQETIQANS
FXIIa inh 1536 = human FXIIa protease inhibitors, primary screen, biochemical, 1536-well | inhibition, % at 5 µM | purified FXIIa, Boc-QGR-AMC fluorogenic substrate, 2 h | 0.3% of 220,000 active | AID 800, 2007 | Coagulation factor XII (Homo sapiens), P00748; in the data active = inhibition above about 40%;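 note: 0% = enzyme with no compound and 100% = blank without enzyme; many of its hits are not listed in these tables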
Target sequence (P00748 20-372 limits assumed): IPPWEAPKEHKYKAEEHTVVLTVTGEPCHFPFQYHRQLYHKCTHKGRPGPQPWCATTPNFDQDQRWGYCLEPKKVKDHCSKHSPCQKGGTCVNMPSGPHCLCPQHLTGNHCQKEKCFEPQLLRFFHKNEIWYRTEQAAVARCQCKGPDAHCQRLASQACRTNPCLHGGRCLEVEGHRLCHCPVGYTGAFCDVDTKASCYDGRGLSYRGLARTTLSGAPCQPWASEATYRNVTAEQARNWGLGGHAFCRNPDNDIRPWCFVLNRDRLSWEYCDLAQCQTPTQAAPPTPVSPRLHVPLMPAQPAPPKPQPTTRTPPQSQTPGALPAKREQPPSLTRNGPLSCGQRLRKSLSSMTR
Target sequence (P00748 373-615 limits assumed): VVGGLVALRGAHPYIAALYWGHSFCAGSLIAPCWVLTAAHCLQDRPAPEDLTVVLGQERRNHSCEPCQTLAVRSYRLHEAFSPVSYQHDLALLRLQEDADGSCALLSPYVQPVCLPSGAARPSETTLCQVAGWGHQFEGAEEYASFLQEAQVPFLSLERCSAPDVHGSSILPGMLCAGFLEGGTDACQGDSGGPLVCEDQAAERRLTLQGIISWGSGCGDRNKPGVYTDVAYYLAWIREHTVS
thrombin 1536 = human alpha-thrombin inhibitors, primary screen, counter-screen for coagulation protease inhibitor project, biochemical, 1536-well, fluorogenic AMC substrate | Prothrombin (Homo sapiens), P00734 | AID 1046, 2008 | Boc-VPR-AMC fluorogenic substrate cleavage | inhibition, % at 5 µM | 0.26% of 220,000 active;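 active = inhibition at or above 40%; inactive = inhibition below 40%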;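 note: 0% = enzyme with no compound and 100% = wells without enzyme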
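Material: human alpha-thrombin protein; Also added: Boc-VPR-AMC substrate, 15 µM final; Timing: enzyme reaction carried out at room temperature; Signal: fluorescence, ex 355 nm, em 460 nm; Measure: % inhibition of thrombin; Controls: enzyme without compound as high, wells lacking enzyme as low.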
* hit, by the source's call; · = not tested or not shown; & = joins results of further samples; [ ] = dose if it differs, or a comment. Not all compounds are listed. The share of hits here may be higher or lower than overall.

SMILES	Cl transport mod	Rad51 HR inh	Furin inhibitor	PERK inhibitor	Calpain2 inh	FXIa inh 1536	hK5 inh	FXIIa inh 1536	thrombin 1536
CC(C)CCNC(=O)C1CC(c2cccc(F)c2)=NO1 (stereo not drawn)	0.39	-9	-27	·	-2	-3	-2	5	-5
O=C(COC(=O)c1cccc(Br)c1)NCCc1ccccc1	-0.93	-10	-15	0.4	28	-7	-1	3	-8
Cn1nc(C(F)(F)F)c(-c2ccc(F)cc2)c1NC(=O)c1ccco1	-0.15	·	-13	0.9	-10	-5	-3	0	-10
CC(C)(C)n1ncc2c(=O)n(CC(=O)c3ccccc3)cnc21	0.52	3	-25[20 µM]	-0.3	-7	5	-29	8	0
C=CCN1C(=O)C2(/C(=C(\O)c3ccc4c(c3)OCCO4)C(=O)C(=O)N2CCCOC)c2ccccc21 (stereo not drawn)	-0.99	9	-22[20 µM]	0.4	0	-6	0	-5	-11
O=C(CN1CCN(Cc2ccccc2Cl)CC1)N/N=C/C=C/c1ccco1	0.46	·	6	-0.1	-12	6	7	16	-2
Clc1ccc(-c2nnsc2SCc2ccccc2)cc1	·	4	-13[20 µM]	0.8	-4	4	0	15	-5
CC(C)c1ccc(C(=O)NCc2ccc(Cl)cc2)cc1	0.41	7	-22	1.1	-1	9	-10	7	-5
Cc1cc(CCC(=O)O)c(C)cc1CCC(=O)O	0.6	-3	-26	-0.1	-35	1	-7	-1	7
Cc1ccc(NC(=O)COC(=O)[C@H](C)NC(=O)c2ccccc2)cc1S(=O)(=O)N1CCOCC1	-0.59	4	-26	1.2	-10	2	-1	12	2
C/C(=N\NC(=O)c1c(C)nc2ccccn12)c1ccc(N2CCOCC2)cc1	1.3	2	-16	1.0	-15	-3	-3	2	-8
CCn1c(CCC(=O)O)nc2cc(S(=O)(=O)N(C)C)ccc21	-0.0057	-3	-32	0.7	-2	-5	-1	3	·
COc1ccc(NS(=O)(=O)c2ccc(N3CCOCC3)c(NC(=O)c3cccc(F)c3)c2)cc1	-0.63	·	-23	-0.5	-2	9	-6	13	0
CCCCOC(=O)c1sc2nc(N3CCOCC3)c3c(c2c1N)CC(C)(C)OC3	0.75	·	-9	1.8	23	-3	-2	-4	-8
COc1ccc(OCC(O)CNC(=O)c2ccccc2)cc1 (stereo not drawn)	-0.78	12	-14	0.8	-14	1	-3	5	2
COC(=O)c1ccc(NC(=O)c2cc(-c3ccccn3)nc3ccccc23)cc1	1	-8	-23	0.2	-64	-9	-24	-5	3
O=C(N1CCCCCC1)N1CCN(S(=O)(=O)c2ccccc2)CC1	0.083	0	-13[20 µM]	-0.4	-20	-7	-2	-12	-14
O=C(O)CN1CCN(Cc2ccccc2F)C1=O	0.61	-3	-15	0.9	-38	-4	0	4	-16
CCOC(=O)c1ccc(NC(=O)C2CCN(S(=O)(=O)CC)CC2)cc1	0.64	8	-9[20 µM]	-1.0	-6	5	7	-3	-16
Cc1cc(F)ccc1S(=O)(=O)Nc1ccccc1C(=O)NCc1ccccn1	-0.33	1	-8	-0.5	-77	34	50*	29	36
CC(=O)Nc1nc(Cn2nnc(-c3ccc4c(c3)OCO4)n2)nc(N(C)C)n1	-1	12	-22	0.6	35	-1	-14	3	2
CCOC(=O)C1CCCN(C(=O)Cn2nc(Cc3cccnc3)c3ccccc3c2=O)C1 (stereo not drawn)	·	-8	-47	-0.2	-4	21	-3	24	2
CSC(=NS(=O)(=O)c1ccccc1)SC	0.28	8	-25[20 µM]	2.4	9	5	9	17	1
CCOc1cccc2sc(NC(=O)c3ccc(Br)s3)nc12	32*	-2	-1	-0.6	-65	5	-13	12	-9
Cc1ccc(C(=O)COC(=O)CCC(=O)NC2CCCCC2)cc1C	-0.24	14	-22[20 µM]	-0.7	1	4	0	17	4

One compound at a time (already shown). Values in the order: Cl transport mod, Rad51 HR inh, Furin inhibitor, PERK inhibitor, Calpain2 inh, FXIa inh 1536, hK5 inh, FXIIa inh 1536, thrombin 1536
C/C(=N\NC(=O)c1c(C)nc2ccccn12)c1ccc(N2CCOCC2)cc1 in the list: 1.3, 2, -16, 1.0, -15, -3, -3, 2, -8
CC(C)CCNC(=O)C1CC(c2cccc(F)c2)=NO1 (stereo not drawn) in the list: 0.39, -9, -27, ·, -2, -3, -2, 5, -5
Cc1cc(CCC(=O)O)c(C)cc1CCC(=O)O in the list: 0.6, -3, -26, -0.1, -35, 1, -7, -1, 7

The list continues:
SMILES	Cl transport mod	Rad51 HR inh	Furin inhibitor	PERK inhibitor	Calpain2 inh	FXIa inh 1536	hK5 inh	FXIIa inh 1536	thrombin 1536
CCC(=O)NC1(Cc2ccc(O)cc2)CCCCC1	0.75	18	-16	1.2	-3	-4	-8	1	5
COc1ccc(-c2noc(CCC(=O)O)n2)cc1	-0.081	·	-22	0.5	-1	-3	-14	4	-6
CC(NC(=O)c1ccccc1Cl)c1nnc(SCC(=O)Nc2ccc(C(=O)O)cc2)n1C (stereo not drawn)	0.21	-1	-1[20 µM]	0.6	-15	6	-10	8	-1
CC(C)N(CCc1ccncc1)C(=O)Nc1ccc(F)cc1	·	12	-17	0.1	3	4	-6	7	-3
CC(C)=CCc1c(O)ccc(C(=O)Cc2ccccc2)c1O	-0.47	0	-10[20 µM]	0.7	33	-1	-4	14	0
COC(=O)c1ccccc1-c1ccc(C(c2c(C)[nH][nH]c2=O)c2c(C)[nH][nH]c2=O)o1	0.32	·	-13	-0.3	11	1	-2	4	-3
CC1CCCCN1C(=O)Cn1c(=O)n(CCC(=O)NCc2ccco2)c(=O)c2sccc21 (stereo not drawn)	·	-8	-18	-1.5	4	15	-9	26	6
Cc1ccc(SCCC(=O)N/N=C/c2cccnc2)cc1	-0.028	-5	-24	1.1	-32	-1	-3	11	-5
CCOc1ccccc1NC(=O)CSc1nnc(Cc2cccn2C)n1-c1ccc(F)cc1	-0.81	7	-5	-0.9	-5	8	-2	16	0
Cc1nn(C)c(C)c1S(=O)(=O)N(CC(=O)NCCN1CCOCC1)c1ccc(C(C)C)cc1	1.8	4	-12	-0.1	12	-10	4	-4	3
Cc1cccc(NC(=O)CN2C(=O)N/C(=C/c3cc(C)n(C)c3C)C2=O)c1	0.015	-15	-27	0.1	-135	0	2	-5	-3
Cc1nc(C(=O)Nc2ccccc2Cl)cc2c1[nH]c1ccccc12	1.3	-3	-20[20 µM]	1.9	23	-2	3	13	-3
CC12CCC(C[N+](C)(C)C1)C2(C)C (stereo not drawn)	1.2	23	-23	0.1	9	7	0	5	2
S=C(Nc1ccc2c(c1)OCO2)N1CCN(Cc2ccco2)CC1	-0.53	·	-26	0.8	-27	0	·	5	-5
CNC(=S)N(Cc1ccc2c(c1)OCO2)C1CC(=O)N(c2ccccc2)C1=O (stereo not drawn)	0.79	11	-13	0.2	12	-1	-9	8	-3
O=c1c2cn[nH]c2nc(SCc2cc(=O)n3cc(Br)ccc3n2)n1-c1ccc(Br)cc1	-1.6	·	-10	0.1	-30	2	·	10	1
CC1(C)CC(=O)C(N=Nc2cccc(F)c2C#N)=C(O)C1	0.053	·	5	1.1	10	-2	-1	4	-8
CCOC(=O)C1CCCN(C(=O)COc2ccccc2O)C1 (stereo not drawn)	·	2	-24[20 µM]	0.7	-26	-1	-4	12	0
Cc1ccc(N2C(=O)NC(NC(=O)C(C)(C)C)(C(F)(F)F)C2=O)cc1C (stereo not drawn)	0.71	15	-15	0.3	-7	11	1	16	1
CCCc1cc(=O)[nH]c(SCC)n1	0.52	-1	-20	0.1	-26	4	-16	18	7
O=C(O)CCC(=O)CCC(=O)c1ccc(Cl)cc1	-3	-5	-19[20 µM]	0.7	5	9	44*	33	14
CCOCCCN(CCC#N)S(=O)(=O)c1ccc(S(=O)(=O)N2CCCC2)cc1	·	1	-20	0.3	10	4	0	9	2
C#CCNC(=O)C1=C[C@@H](c2csc3ccccc23)[C@H](CCCO)[C@@H](OCC)O1	-1.6	0	-16	-0.3	-3	-5	-1	3	-9
CC1CC2=C(C(=O)O1)C(C)Nc1ccccc1N2 (stereo not drawn)	-0.53	1	-17	0.2	16	0	-9	2	-10
COCCn1c(=O)[nH]c2cc(C(=O)NCCc3ccc(OC)c(OC)c3)ccc2c1=O	·	1	-16	0.7	0	-4	10	5	-5
SMILES	Cl transport mod	Rad51 HR inh	Furin inhibitor	PERK inhibitor	Calpain2 inh	FXIa inh 1536	hK5 inh	FXIIa inh 1536	thrombin 1536
CCCCNC(=O)c1ccc2c(c1)N(CC)C(=O)c1ccccc1S2(=O)=O	0.5	-4	-19	0.0	10	12	6	14	-1
CNC(=S)N/N=C/c1cn(Cc2ccc(C)cc2)c2ccccc12	1.3	·	-4	0.4	8	4	-2	9	3
c1ccc(NCc2nnc3n2CCCCC3)cc1	-0.17	3	-34	0.5	9	4	10	2	1
CCOc1ccc(C2/C(=C(\O)c3cccc(OC)c3)C(=O)C(=O)N2c2cc(C)on2)cc1OC (stereo not drawn)	-0.012	2	-6	0.5	-6	-1	3	14	-2
CC1(C)Cc2c(sc3nc[nH]c(=O)c23)CO1	1.1	-4	-13	0.7	-21	-2	-1	5	-4
Cc1cc(SCC(=O)O)nc2ccccc12	-0.62&1.4	15&1	-13&-18	2.3&0.5	18&-10	-1&-7	-1&-10	0&-2	-5&-15
COc1cc(/C=N/NC(=O)COc2cccc(F)c2)ccc1OS(=O)(=O)c1ccc(C)cc1	0.17	5	1	-1.1	46	4	-17	7	-10
Cc1oc(-c2ccccc2F)nc1CS(=O)(=O)CC(=O)N1CCN(c2ccccc2)CC1	·	13	-23	-0.9	-22	1	-3	15	2
O=c1c(-c2n[nH]c(=S)o2)cccn1Cc1ccccc1	0.0088	7	-41	0.9	-48	1	6	9	-4
CN(CC(=O)Nc1ccncc1)S(=O)(=O)c1ccc(Cl)cc1	0.8	1	-27	-0.3	17	2	-12	-13	0
CCCNC(=O)c1ccccc1NC(=O)c1ccccc1N(C)S(=O)(=O)c1ccc(C)cc1	0.69	-1	-9[20 µM]	-0.8	22	11	-5	15	6
O=C(COC(=O)/C=C/c1cccc(Cl)c1)NCCC1=CCCCC1	-0.023	2	-15	0.0	-2	-2	-6	7	-5
Cc1ccc2c(c1)[nH]c1c(=O)n(CCN3CCNCC3)cnc12	-0.49	-7	3	-0.5	11	-1	-2	6	1
CC1(C)Oc2ccc3ccc(=O)oc3c2/C(=C/Nc2cccc(O)c2)C1=O	0.41	-14	-30	0.5	-50	0	-2	-2	-11
CC(=O)C1C(c2ccc([N+](=O)[O-])cc2)c2c(noc2C)CC1(C)O (stereo not drawn)	0.86	·	-10	0.9	-14	0	1	4	-6
O=C(Nc1ccccc1)c1ccc(NCc2ccco2)c(S(=O)(=O)N2CCOCC2)c1	·	4	-13[20 µM]	-1.6	16	10	11	18	0
CCOC(=O)/C(C#N)=c1/s/c(=C2\C=Cc3ccccc3N2CC)c(=O)n1CC	0.64	·	1	1.3	-7	-3	-15	13	1
